Screens deposited in PubChem by several laboratories.
T cell modulator: T cell immune modulation candidate; 2C CD8+ T cell-vesicle binding, flow cytometry; hits give low values; calls only at 7 µM; 330,000 compounds, 0.068% hits; AID 2052;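 active means response, share of CD8 T cells binding vesicles, and their 90th percentile fluorescence all below set limits, cut at about 80% in these data, passing the limit was not always enough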
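incubation = binding step 1.5 h, 37 °C, antibody labelling 20 min, ice | test system = 2C mouse CD8+ T cells | read-out basis = percent CD8+ FL2 mean versus row control | controls = Peptide-free naked vesicles (low) and QL9 vesicles with 0.7% DMSO vehicle (high) | detection = flow cytometry of vesicle-bound cells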
Large T inhibition: SV40 large T antigen inhibitors, biochemical (AID 1903); SV40 large T antigen ATPase/helicase inhibition assay; higher % means a stronger effect; inhibition, % at 20 µM, or IC50 in µM where a hit was titrated; 310,000 compounds, 0.39% hits; in the data active means a potency from the dose series; inconclusive means inhibition mostly from about 32% at the one dose, without a potency; inactive means the rest, 99 in 100 with inhibition below about 32%; further: strong numbers were not always called active
PhoP inhibition: inhibitors of PhoP regulon expression, primary screen, Salmonella Typhimurium, GFP reporter (AID 1863). S. Typhimurium PhoP-regulated promoter GFP reporter, 4 h; higher % means a stronger effect. inhibition, % at 50 µM, or IC50 in µM where a hit was titrated. 300,000 compounds, 0.16% hits;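 active means inhibition over 29.93%, a cutoff 3 SD above the screen mean, later confirmed by dose response; inconclusive means inhibition over 29.93% but no dose response follow-up; inactive means inhibition at most 29.93% or unconfirmed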;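 further: 0% = low Mg2+ inducing control and 100% = high Mg2+ repressing control; strong numbers were not always called active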
NS5 inhibitors: Dengue-2 NS5 methyltransferase inhibitors, primary screen, biochemical, confirmation dose response (AID 588689) | Dengue-2 NS5 methyltransferase capping enzyme assay, biochemical; higher % means a stronger effect | one-dose inhibition, % at 25 µM; IC50 in µM for titrated hits | 340,000 compounds, 0.3% hits; in the data active means a potency from the dose series; inconclusive means inhibition above about 29% without an active follow-up result
NTR1 agonist: agonists of NTR1, primary screen, imaging, U2OS cells, beta-arrestin-GFP, high content (AID 493036) | P30989 | activation, % at 20 µM | 330,000 compounds, 0.17% hits | NTR1-U2OS beta-arrestin-GFP spot imaging, agonist mode;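 active means activation at or above 40% of the spot to cytoplasm intensity ratio, with at least 20 cells analyzed; inconclusive means wells under 20 cells, flagged as cytotoxic or low count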;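 further: 0% = DMSO without peptide and 100% = 100 nM NTR1 peptide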
Target sequence (P30989 whole entry, looked up): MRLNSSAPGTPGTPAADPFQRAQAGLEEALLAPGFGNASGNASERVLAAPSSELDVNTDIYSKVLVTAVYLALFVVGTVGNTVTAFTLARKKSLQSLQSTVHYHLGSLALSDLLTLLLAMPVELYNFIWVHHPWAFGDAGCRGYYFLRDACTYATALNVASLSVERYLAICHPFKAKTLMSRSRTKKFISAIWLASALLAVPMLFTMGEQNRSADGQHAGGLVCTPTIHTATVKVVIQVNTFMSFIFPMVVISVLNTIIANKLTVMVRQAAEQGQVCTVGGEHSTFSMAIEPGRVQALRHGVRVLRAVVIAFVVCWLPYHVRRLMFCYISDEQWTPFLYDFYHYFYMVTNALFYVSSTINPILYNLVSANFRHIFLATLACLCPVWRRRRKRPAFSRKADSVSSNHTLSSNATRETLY
RSV antiviral HEp-2: RSV antiviral activity via CPE protection, HEp-2 cells, primary 10 µM value included (AID 2391). HEp-2 cells, RSV-induced CPE inhibition; higher % means a stronger effect. CPE inhibition, % at 10 µM, or IC50 in µM where a hit was titrated. 310,000 compounds, 0.13% hits; in the data active means a potency from the dose series; inconclusive means CPE inhibition mostly from about 23% at the one dose, without a potency; inactive means the rest, 99 in 100 with CPE inhibition below about 21%; further: strong numbers were not always called active
UTI89 phage lysis: inhibition of K1F phage lysis, E. coli UTI89, bacterial capsule biogenesis inhibitors, alamar blue (AID 488966); E. coli UTI89 K1F phage lysis, alamar blue, 2 h; higher % means a stronger effect; one-dose inhibition, % at 100 µM; IC50 in µM for titrated hits; 340,000 compounds, 0.02% hits;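 active means phage lysis inhibition, versus mean bacterial control, above a set limit; inconclusive means no clear call, values can overlap the other calls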;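 further: capsule biogenesis inhibitors block K1F phage lysis so surviving cells raise fluorescence; higher fluorescence means more inhibition of phage lysis; actives were called in the ten point dose series up to 300 µM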
MgcRacGAP inhibition: MgcRacGAP GTPase-activating activity inhibitors, confirmation, biochemical, ADP Hunter fluorescence; 340,000 compounds, 0.6% hits; MgcRacGAP-stimulated Rac1 GTP hydrolysis, ADP Hunter fluorescence; higher % means a stronger effect; GST-tagged Rac1 F28L mutant substrate; AID 624330; inhibition, % at 30 µM; hits with a dose series show IC50 in µM;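 active means first-screen hits whose inhibition reached a set limit at any dose in the follow-up dose series; inconclusive means inhibition above the set first-screen limit but never retested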;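 further: fluorescence reports GDP produced by GAP-driven GTP hydrolysis; strong numbers were not always called active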
West Nile virus CPE: West Nile virus antiviral activity, cell-based, CPE readout (AID 1621); CPE inhibition, % at 10 µM; hits with a dose series show IC50 in µM; 290,000 compounds, 0.02% hits; West Nile virus-infected cells, CPE inhibition; higher % means a stronger effect; in the data active means a potency from the dose series; inconclusive means CPE inhibition mostly from about 3.7% at the one dose, without a potency; inactive means the rest, 99 in 100 with CPE inhibition below about 2.2%; further: strong numbers were not always called active
T cell modulator vesicle-bound %: further read-out of T cell modulator, marked with its call; double positive events, %; measured here: CD8+ vesicle-bound cell fraction;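 binding gate set so that unloaded-vesicle control wells show 10% double positive cells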
NTR1 agonist cell count 20 µM: second read-out of NTR1 agonist, no call of its own (marks repeat the call); cell count; measured here: cell count, cytotoxicity flag
* hit, by the source's call; i = inactive; ? = inconclusive; · = no result given; [ ] = dose if it differs, or a comment.

SMILES | T cell modulator | T cell modulator vesicle-bound % | Large T inhibition | PhoP inhibition | NS5 inhibitors | NTR1 agonist | NTR1 agonist cell count 20 µM | RSV antiviral HEp-2 | UTI89 phage lysis | MgcRacGAP inhibition | West Nile virus CPE
CCOC(=O)N1CCN(c2ccc(S(=O)(=O)N(Cc3ccccc3)Cc3ccccc3)cn2)CC1 | i | 57 | 14% | 26% | -8% | 3.3 | 27 | 1.1% | 0.4% | 11% | 0.0%
CCOc1ccc(N2CC(=O)SC2=S)cc1 | i | 9 | 7% | -6% | 5% | 5.5 | 55 | 0.8% | 9.9% | 2% | 0.1%
O=C(CSc1nnc(NC(=O)c2ccco2)s1)Nc1ccc2c(c1)OCCO2 | i | 46 | 8% | -6% | -11% | -1.1 | 51 | 3.0% | i | 4% | 0.7%
Cc1ccc(-n2ccn(CC(=O)NCCc3ccccc3)c(=O)c2=O)cc1C | i | 11 | 10% | -7% | -11% | 2.6 | 46 | 0.6% | 0.1% | -8% | 0.5%
CC1CN(S(=O)(=O)c2ccc(C(=O)Nc3nncs3)cc2)CC(C)O1 (centres undefined) | i | 6 | · | · | -8% | 0.5 | 53 | · | 0.8%[50 µM] | 6% | ·
CC(NC(=O)CCNC(=O)c1ccccc1Cl)C1CC2CCC1C2 (centres undefined) | i | 63 | 0% | 10% | -3% | 0.6 | 73 | 1.7% | -0.3% | -2% | -1.0%
O=C(NCCSCc1c(F)cccc1Cl)c1ccco1 | i | 42 | 6% | 4% | -8% | 3.6 | 69 | 0.7% | 5.1% | 8% | -0.1%
O=C(Nc1ccc(Cl)cc1C(=O)NCc1cccnc1)c1ccco1 | i | 24 | 18% | -1% | 1% | -1.7 | 49 | -1.4% | 0.2% | 9% | 0.1%
O=C(c1cnccn1)N1CCc2ccccc21 | i | 50 | -5% | 12% | 3% | 1.4 | 74 | 2.0% | 0.2% | 9% | 0.0%
Cc1noc(C)c1CSc1ccccc1C(=O)Nc1nccs1 | i | 36 | 6% | -1% | 0% | -0.1 | 65 | 1.1% | -3.8% | -4% | 0.5%
O=C(Cn1[nH]c(=O)c2ccccc2c1=O)NC1CCCCCC1 | i | 5 | 1% | 2% | -4% | 0.1 | 48 | 0.7% | 0.2% | 9% | -0.3%
Cc1cccc2cc(COC(=O)c3ccccn3)c(=O)[nH]c12 | i | 7 | 4% | 0% | -1% | 0.6 | 35 | 12% | 0.6% | 11% | 0.4%
O=C(CSc1nncs1)Nc1ccc2c(c1)OCCO2 | i | 31 | 0% | 34% | · | 0.2 | 65 | 2.5% | -0.5% | -6% | -0.1%
O=[N+]([O-])c1ccc2[nH]c3nc4ccccc4nc3c2c1 | i | 51 | 3% | -5% | 7% | 1.1 | 86 | 0.6% | 1.4% | 7% | 1.4%
O=C(Nc1ccccc1)NC1CCCCC1 | i | 37 | 4% | -3% | 1% | 1.8 | 40 | 1.8% | -0.1% | 9% | -0.3%
COc1ccc2cc3cc(C(=O)N4CCCCC4C)oc3nc2c1 (centres undefined) | i | 48 | 9% | -2% | -3% | 2.4 | 53 | 35µM* | -0.3% | -16% | 0.1%
COC(=O)c1oc2ccc(Cl)cc2c1N | i | 31 | 9% | 3% | -4% | -1.7 | 72 | 3.9% | 0.5% | 7% | -0.6%
O=C(/C=C\c1ccc(-c2cccc([N+](=O)[O-])c2)o1)N1CCOCC1 | i | 44 | 21% | -1% | 10% | 6.4 | 40 | 0.6% | -0.5% | -6% | 0.9%
COc1ccc(S(=O)(=O)N(CC(=O)NCCC(C)C)c2ccccc2)cc1OC | i | 59 | 5% | -10% | 6% | -0.3 | 99 | -2.4% | 1.6% | 0% | -1.1%
COc1ccc(Cl)cc1NC(=O)Cn1nc(-c2ccc(C)cc2)n(C)c1=S | i | 45 | 7% | 3% | -1% | 1.0 | 57 | 4.5% | 1.4%[50 µM] | 4% | -1.0%
COc1cccc(C2CC(c3cccs3)=NN2C(=O)CCC(=O)O)c1OC (centres undefined) | i | 67 | 10% | -3% | -19% | 0.7 | 54 | 1.9% | -0.8% | 13% | -0.1%
O=[N+]([O-])c1cc(C(F)(F)F)ccc1Sc1nccn1Cc1ccccc1 | i | 38 | 10% | -2% | -5% | 3.5 | 48 | 5.7% | -0.3% | 4% | -0.4%
CC1=CC(C)(C)n2c(O)c(N=N)c3c(C)ccc1c32 | i | 55 | 15% | -6% | -4% | 27 | 57 | 9.5% | 0.1% | 15% | 0.2%
O=C(COC(=O)c1c2c(nc3ccccc13)CCCCC2)c1ccc(Cl)s1 | i | 54 | 13% | -13% | 0% | 35 | 68 | ? | 1.6%[50 µM] | 2% | 0.3%
Cc1cc(C)n2nc(SCC(=O)N3CC(C)CC(C)C3)nc2n1 (centres undefined) | i | 35 | · | · | -6% | -0.9 | 58 | · | 4.3% | 4% | ·
Cc1cccc(C(C#N)c2ccc(Cl)nn2)c1 (centres undefined) | i | 53 | 11% | -3% | · | 0.7 | 29 | -0.5% | · | · | -0.9%
CN(C(=O)c1ccncc1)c1nnc(-c2cnccn2)s1 | i | 65 | 4% | -5% | -2% | -1.8 | 68 | 0.8% | 1.3% | 9% | 0.5%
Cc1c(NC(=O)Nc2cccc(C#N)c2)c(=O)n(-c2ccccc2)n1C | i | 22 | 3% | 1% | 3% | -0.5 | 85 | 1.3% | -0.7%[50 µM] | 10% | 0.7%
COc1cccc(-c2cc(C(=O)Nc3ccc(OC)c(OC)c3)no2)c1 | i | 6 | 0% | 15% | 4% | 1.4 | 81 | 4.0% | 4.2% | 12% | -0.6%
CC1(C)CN=C(NC2CCCCC2)S1 | i | 26 | 7% | -9% | 2% | 0.1 | 40 | -0.5% | 2.5% | 8% | ?

Two entries drawn at random from those above, as already listed:
SMILES | T cell modulator | T cell modulator vesicle-bound % | Large T inhibition | PhoP inhibition | NS5 inhibitors | NTR1 agonist | NTR1 agonist cell count 20 µM | RSV antiviral HEp-2 | UTI89 phage lysis | MgcRacGAP inhibition | West Nile virus CPE
COC(=O)c1oc2ccc(Cl)cc2c1N | i | 31 | 9% | 3% | -4% | -1.7 | 72 | 3.9% | 0.5% | 7% | -0.6%
Cc1cc(C)n2nc(SCC(=O)N3CC(C)CC(C)C3)nc2n1 (centres undefined) | i | 35 | · | · | -6% | -0.9 | 58 | · | 4.3% | 4% | ·

Additional compounds follow.
SMILES | T cell modulator | T cell modulator vesicle-bound % | Large T inhibition | PhoP inhibition | NS5 inhibitors | NTR1 agonist | NTR1 agonist cell count 20 µM | RSV antiviral HEp-2 | UTI89 phage lysis | MgcRacGAP inhibition | West Nile virus CPE
CONc1nc2nonc2nc1NOC | i | 55 | 8% | 6% | -12% | -0.3 | 91 | 0.0% | 0.1% | 9% | 0.9%
Cc1ccsc1CN(C)CC(=O)Nc1ccc([N+](=O)[O-])cc1Cl | i | 12 | 17% | 4% | -5% | 3.8 | 26 | 5.8% | 0.0% | 5% | -2.0%
CC1C(=O)N(c2ccc(S(=O)(=O)N(C)C)cc2)C1(/C=C/c1ccccc1)C(=O)NC1CCCC1 (centres undefined) | i | 32 | 4% | -16% | -1% | 4.1 | 57 | 9.2% | 0.4% | 6% | -1.3%
O=C(OCC(=O)N1CCN(Cc2ccccc2)CC1)c1ccc(Cl)cc1 | i | 34 | 1% | 6% | -4% | 2.9 | 76 | -0.4% | 0.2% | 8% | 0.3%
COc1ccccc1NC(=O)CCSc1nnc(-c2ccncc2)o1 | i | 31 | 4% | -14% | -9% | -0.9 | 77 | 2.1% | 2.9% | -6% | -0.1%
CC(=O)c1sc(NC(=O)c2cccs2)nc1C | i | 15 | 7% | -5% | -2% | -0.1 | 89 | -0.8% | -0.1% | 9% | -0.1%
CCOc1ccc(Nc2nc(Cc3nnc(SCC(=O)NC4CCCC4)n3C)cs2)cc1 | i | 15 | 10% | -10% | 1% | -0.5 | 56 | 2.3% | 4.0% | 10% | 0.6%
Cc1ccc(-c2nc3ccccc3c(=O)n2Cc2ccccc2)cc1 | i | 44 | 3% | 12% | -5% | 1.5 | 28 | 0.3% | 0.0%[50 µM] | -4% | -0.5%
Cc1ccc(S(=O)(=O)c2nnn3c2nc(N2CCOCC2)c2ccccc23)c(C)c1 | i | 34 | 7% | 13% | -4% | 0.7 | 47 | 2.3% | 1.3% | -1% | 0.4%
O=c1cnn([C@@H]2O[C@H](CO)[C@@H](O)[C@H]2O)c(=O)[nH]1 | i | 33 | 6% | 6% | -4% | -1.1 | 55 | 2.3µM* | 2.9% | 3% | ?
O=C(NCCCn1ccnc1)C(=O)NCC1OCCCN1S(=O)(=O)c1ccc(Cl)cc1 (centres undefined) | i | 27 | 5% | -11% | -1% | -0.8 | 43 | 4.7% | 3.6% | 4% | -0.1%
Cc1ccc(SCC(=O)N(Cc2nc(-c3ccccc3)no2)C(C)C)cc1 | i | 34 | 6% | 1% | -8% | 6.8 | 44 | 17% | -0.4% | -3% | 0.0%
c1ccc(CN2CCC(N3CCN(Cc4ccc5c(c4)OCO5)CC3)CC2)cc1 | i | 17 | 16% | 2% | 1% | 0.6 | 45 | -0.3% | 0.0% | 13% | -0.4%
COc1ccc(/C=C(\C)c2nc(C)c(-c3ccccc3)c(=O)[nH]2)cc1 | i | 42 | 9% | -9% | -6% | 1.4 | 64 | -0.1% | 1.6%[50 µM] | 2% | 0.3%
CCSc1ccccc1C(=O)N=C1NC(=O)CC2C(=O)NCCN12 (centres undefined) | i | 2 | 4% | -7% | -1% | -1.1 | 32 | 1.7% | -0.3% | 5% | 0.3%
COc1cc(-c2csc(N3CCOCC3)n2)cc(OC)c1OC | i | 61 | 12% | 4% | -4% | -1.6 | 53 | -0.2% | 5.9% | 4% | 0.3%
CCOc1nc(-c2ccncc2)nc2ccccc12 | i | 43 | 8% | 13% | 4% | 2.9 | 86 | 4.1% | 0.2% | 3% | 0.9%
COCCNC(=O)CSc1ccccc1C(=O)NC1CCCc2ccccc21 (centres undefined) | i | 38 | 9% | -7% | 0% | -1.2 | 32 | 1.7% | 0.1% | 8% | -0.2%
O=C(Nc1ccc(F)cc1F)c1sccc1SCc1cccc(C(F)(F)F)c1 | i | 16 | 5% | 9% | -2% | 6.4 | 75 | 4.6% | -0.4% | 1% | ·
C=CCn1c(SCc2ccc(F)cc2)nc2c1c(=O)[nH]c(=O)n2C | i | 22 | 7% | 2% | -3% | 2.0 | 84 | 1.3% | -0.3% | 5% | -0.1%
